Myeloid diff 2 = myeloid differentiation induction; actives 1% (n = 360,000); calls only at 10 µM; AID 624256; ER-HoxA9 myeloid progenitors, lysozyme-GFP differentiation, flow cytometry;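 active = normalized GFP-positive differentiation at or above the plate's own cutoff, the solvent-only control mean plus 3 SD; inconclusive = no clear call, values can overlap the other calls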;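 note: cells exposed to compound for four days before flow analysis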
Myeloid diff 2 GFP+ MAC1+ % = also measured in Myeloid diff 2; calls as there; GFP+ MAC1+ double positive, %; measured here: differentiation confirmed by MAC1 staining
* = called active by the depositor; i = inactive; ? = inconclusive; . = no result given; + = active, no number.

SMILES	Myeloid diff 2	Myeloid diff 2 GFP+ MAC1+ %
CC(OC(=O)[C@@H](NS(=O)(=O)c1ccccc1)C(C)C)C(=O)c1c(N)n(C)c(=O)n(C)c1=O (stereo partly specified)	i	1.1
COc1cc(C(O)c2nc(-c3ccc(F)cc3OC)cs2)ccc1F (stereo unspecified)	i	2.0
CCCNC(=O)C1(C)CCN(Cc2cc3ccccc3o2)C1 (stereo unspecified)	i	0.6
Cc1cccc(C)c1N1C(=O)c2ccccc2NC(=O)C1C(=O)Nc1ccc(N2CCOCC2)cc1 (stereo unspecified)	i	3.5
O=C(NC1CCCC1)C(c1ccc(F)cc1)N1CCC(O)(c2ccc(Cl)cc2)CC1 (stereo unspecified)	i	4.0
CCN(CC)c1ncnc2c1ncn2[C@H]1CN(Cc2ccncc2)C[C@@H](CO)O1	i	0.7
O=C1NC[C@H](CCCCN2C[C@H](Cc3ccccc3)N(CCC3CCCCC3)C(=O)C2=O)N(CCc2ccccc2)C1=O	i	1.7
CC(=O)N1N=C(N)SC1c1ccc(Cl)c(Cl)c1 (stereo unspecified)	i	1.3
CCc1ccc(OC2(C)CCN(CCOc3ccc(C)cc3)C2)cc1 (stereo unspecified)	i	0.8
CCCNC(=O)c1cc(C2CCCCN2C(=O)OC)on1 (stereo unspecified)	i	0.6
Cc1ccccc1-c1nc(S(=O)(=O)c2ccccc2)c(NCCN2CCOCC2)o1	i	0.8
CC(O)(c1cccnc1)c1nc(/C=C/c2ccccc2)cs1 (stereo unspecified)	i	1.9
CCCc1nc2cc(C)c(Br)c(C)n2c1Cc1ccc(OC)cc1C	i	0.8
CCCCNC(=O)c1nc(C2CCN(S(=O)(=O)c3csc(C(=O)O)c3)CC2)oc1-c1ccccc1	i	0.8
COc1ccc(C(=O)CC(C#N)c2ccc3c(c2)OCO3)cc1OC (stereo unspecified)	i	1.5
C[C@@H]1CN([C@H](C)CO)C(=O)c2cc(Br)cnc2O[C@@H]1CN(C)Cc1ccc(-c2ccccc2)cc1	i	3.8
O=C(CCN1C(=O)c2ccccc2C1=O)c1ccccc1	i	1.0
CC(C)(C)S(=O)N1Cc2cc(C(=O)NCc3ccc4c(c3)OCO4)nc(-c3cccc(-c4ccncc4)c3)c2[C@H]1CCO (stereo partly specified)	i	1.7
CN1CCN(c2cc(-c3cccc(C(=O)O)c3)nc3ccnn23)CC1	i	0.3
COc1cc(CN2CCC(C(=O)NC(c3ccccc3)c3ccsc3)CC2)cc(OC)c1 (stereo unspecified)	i	0.2
CC1(C(=O)Nc2ccc3c(c2)OCCO3)CCN1C(=O)C1(c2ccc(Cl)cc2)CC1 (stereo unspecified)	i	1.0
C=C(C)Cn1c2ccc(NC(=O)NCc3ccc(F)cc3)cc2c(=O)n1C	i	1.4
CC(C)(C)OC(=O)N1CCc2onc(-c3ccc(N)cc3)c2C1=O	i	0.4
Cc1ncc(C)c2c([N+](=O)[O-])cccc12	i	0.1
OC[C@@H]1CN(Cc2ccccc2)C[C@H](n2cnc3c(Nc4ccccc4)ncnc32)O1	i	1.0
O=C(NCCN1CCC(n2c(=O)[nH]c3ccccc32)CC1)c1cccc(Cl)c1	i	0.9
NC1=CC(=O)C(=O)c2cccnc21	i	5.0
C[C@@H]1CN([C@@H](C)CO)C(=O)CCCn2nncc2CO[C@H]1CN(C)C(=O)OCc1ccccc1	i	1.0
COc1ccc(-c2ccccc2)cc1NC(=O)C1(C)CCN1C(=O)C(C)C (stereo unspecified)	i	1.0
CC(C)C[C@H]1CN(CCCC[C@H]2CNC(=O)C(=O)N2CCc2ccccc2)C(=O)C(=O)N1CCc1ccccc1	i	0.6
CCCCCCN1C[C@H](n2cc(-c3ccc(F)cc3)nn2)[C@@H](O)C[C@@H]1c1ccc(Cl)cc1	i	1.1
COc1ccc(-c2nc(NC(=O)c3ccco3)sc2C)cc1	i	1.6
COc1ccc(NC(=O)c2sc3nc(N4CCOCC4)c4c(c3c2N)CCCC4)cc1	i	1.1
C[C@H]1CN([C@@H](C)CO)C(=O)CCCn2nncc2CO[C@H]1CN(C)C(=O)Nc1cccc(Oc2ccccn2)c1	i	0.5
O=C(NCc1cccs1)c1csc([C@@H]2C[C@H](O)[C@@H](CO)O2)n1	i	0.8
OC(c1ccc(F)cc1)c1nc(-c2ccc(Cl)cc2)cs1 (stereo unspecified)	?	.
CCOC(=O)[C@]12CCCC=C1N(Cc1ccccc1)C(=O)[C@H](CC(=O)N1CCC(c3ccccc3)CC1)C2	i	3.9
CC1(C(=O)Nc2ccc3c(c2)OCO3)CCN1Cc1csc2ccccc12 (stereo unspecified)	i	0.4
Clc1cccc(Cc2c(-c3cccc(Cl)c3)nc3c4ccccc4ccn23)c1	i	1.4
COc1ccc(S(=O)(=O)N2CCCCC2)cc1C(=O)NC1CCS(=O)(=O)C1 (stereo unspecified)	i	0.7
O=C(Nc1nccs1)c1ccc2sc([C@H]3C[C@H](O)[C@@H](CO)O3)nc2c1	i	0.2
CCCOc1ccc(F)cc1-c1cc(C(=O)NC(C)C)[nH]n1	i	1.6
Cc1ccc2nc(Cl)c(-c3ccccc3)cc2c1	i	0.7
O=C1CCCCCC[C@@H](O)[C@H](O)C[C@H](c2ccccc2)O1	i	0.8
CCCCCNC(=O)C1C(=O)Nc2ccccc2C(=O)N1C(C)(C)C (stereo unspecified)	i	0.8
C[C@H](CO)N1C[C@H](C)[C@@H](CN(C)C(=O)Nc2ccccc2F)Oc2ncc(Br)cc2C1=O	i	1.5
COc1ccc(CCNC(=O)CCCn2c(=S)[nH]c3cc4c(cc3c2=O)OCO4)cc1OC	i	0.8
COc1ccccc1N1CCN(C(=O)c2cc(-c3ccccc3)nc3c2cnn3C(C)C)CC1	i	0.8
Cc1cc(C)c(-c2c(O)c3ccccc3n(C)c2=O)c(C)c1	i	0.5
COCCNC(=O)C1(C)CCN(C(=O)c2cc(-c3ccccc3)cs2)C1 (stereo unspecified)	i	0.7
O=C(NC1CCCCC1)C(c1ccc(-c2ccccc2)cc1)n1c(=O)c(-c2ccco2)nc2ccccc21 (stereo unspecified)	i	1.2
O=C(NCc1ccccc1)C(c1cc2ccccc2o1)n1c(=O)c(-c2ccco2)nc2ccccc21 (stereo unspecified)	i	2.7
CCN1C(=O)[C@H]2[C@@H](c3ccc(C(F)(F)F)cc3)N[C@]3(CCCN(Cc4ccc(Cl)cc4)C3=O)[C@H]2C1=O	i	0.8
CC(C)(C)Cc1c(-c2ccccc2)nc2ccc(Cl)cn12	i	1.5
O=C(C[C@H]1CC[C@H](NC(=O)Nc2ccccc2F)[C@@H](CO)O1)NCc1ccc(-c2ccccc2)cc1	i	1.5
O=C(NC(c1ccc(F)cc1)c1ccc2ccccc2n1)C1CCN(CCOc2ccc(F)cc2)CC1 (stereo unspecified)	+	2.3*
CC(=O)NC(c1ccccc1)c1nc(-c2ccccc2C)cs1 (stereo unspecified)	i	1.1
CCOC(=O)[C@]12CCCC=C1N(Cc1ccco1)C(=O)[C@H](CC(=O)NCCCN1CCCC1=O)C2	i	1.0
O=C(NCCCN1CCC(Cc2ccccc2)CC1)c1ccc(CS(=O)c2ccccc2Cl)o1 (stereo unspecified)	i	0.7
COc1ccc(NC(=O)c2ccc(NC(=O)c3cccnc3)cc2)cc1	i	1.7

(further entries)
SMILES	Myeloid diff 2	Myeloid diff 2 GFP+ MAC1+ %
Cc1c(N(C)S(=O)(=O)c2cccc(C(=O)NCc3cccnc3)c2)c(=O)n(-c2ccccc2)n1C	i	0.6
C[C@H]1CN(CCc2ccccc2)C(=O)[C@@H]1CC(=O)Nc1ccccc1	i	0.5
CNc1ncnc2c1ncn2[C@H]1CN(Cc2cccs2)C[C@@H](CO)O1	i	0.8
CN(Cc1ccc(Cl)c(Cl)c1)C(=O)C1CC(=O)N(c2ccc3c(c2)OCCO3)C1 (stereo unspecified)	i	0.7
Cc1ccc(CN2CC(C(=O)Nc3nc(C)cs3)CC2=O)cc1 (stereo unspecified)	i	0.6
O=C(NCC1CC1)C1Cc2c(-c3ccc(Cl)cc3)ccnc2O1 (stereo unspecified)	i	0.7
Cc1cc(C)cc(Cn2cc(CN3CC(N4CCCCC4)CS3(=O)=O)nn2)c1 (stereo unspecified)	i	1.0
COC(=O)[C@@]12C[C@@H](CC(=O)N3CCCCC3)C(=O)N(CCc3ccc(OC)c(OC)c3)C1=CCC(C)(C)C2	i	2.3
CCN1CCC[C@H]1CNCCCn1cnc2c(SC)ncnc21	i	0.7
O=C(NC1CCCCC1)C(C1CC1)n1c(=O)c(-c2cc3ccccc3[nH]2)nc2ccccc21 (stereo unspecified)	i	4.0
CC1CC(C)CN(C(C(=O)NC2CCCCC2)c2ccnc3ccccc23)C1 (stereo unspecified)	i	0.9
CCN(CC)C(=O)C1=C(C)N(Cc2ccc(C(C)(C)C)cc2)C(=O)C(CC(=O)NCc2ccco2)C1 (stereo unspecified)	i	0.0

19 neighbouring records out of the list so far:
SMILES	Myeloid diff 2	Myeloid diff 2 GFP+ MAC1+ %
O=C(NC1CCCCC1)C(c1ccc(-c2ccccc2)cc1)n1c(=O)c(-c2ccco2)nc2ccccc21 (stereo unspecified)	i	1.2
O=C(NCc1ccccc1)C(c1cc2ccccc2o1)n1c(=O)c(-c2ccco2)nc2ccccc21 (stereo unspecified)	i	2.7
CCN1C(=O)[C@H]2[C@@H](c3ccc(C(F)(F)F)cc3)N[C@]3(CCCN(Cc4ccc(Cl)cc4)C3=O)[C@H]2C1=O	i	0.8
CC(C)(C)Cc1c(-c2ccccc2)nc2ccc(Cl)cn12	i	1.5
O=C(C[C@H]1CC[C@H](NC(=O)Nc2ccccc2F)[C@@H](CO)O1)NCc1ccc(-c2ccccc2)cc1	i	1.5
O=C(NC(c1ccc(F)cc1)c1ccc2ccccc2n1)C1CCN(CCOc2ccc(F)cc2)CC1 (stereo unspecified)	+	2.3*
CC(=O)NC(c1ccccc1)c1nc(-c2ccccc2C)cs1 (stereo unspecified)	i	1.1
CCOC(=O)[C@]12CCCC=C1N(Cc1ccco1)C(=O)[C@H](CC(=O)NCCCN1CCCC1=O)C2	i	1.0
O=C(NCCCN1CCC(Cc2ccccc2)CC1)c1ccc(CS(=O)c2ccccc2Cl)o1 (stereo unspecified)	i	0.7
COc1ccc(NC(=O)c2ccc(NC(=O)c3cccnc3)cc2)cc1	i	1.7
Cc1c(N(C)S(=O)(=O)c2cccc(C(=O)NCc3cccnc3)c2)c(=O)n(-c2ccccc2)n1C	i	0.6
C[C@H]1CN(CCc2ccccc2)C(=O)[C@@H]1CC(=O)Nc1ccccc1	i	0.5
CNc1ncnc2c1ncn2[C@H]1CN(Cc2cccs2)C[C@@H](CO)O1	i	0.8
CN(Cc1ccc(Cl)c(Cl)c1)C(=O)C1CC(=O)N(c2ccc3c(c2)OCCO3)C1 (stereo unspecified)	i	0.7
Cc1ccc(CN2CC(C(=O)Nc3nc(C)cs3)CC2=O)cc1 (stereo unspecified)	i	0.6
O=C(NCC1CC1)C1Cc2c(-c3ccc(Cl)cc3)ccnc2O1 (stereo unspecified)	i	0.7
Cc1cc(C)cc(Cn2cc(CN3CC(N4CCCCC4)CS3(=O)=O)nn2)c1 (stereo unspecified)	i	1.0
COC(=O)[C@@]12C[C@@H](CC(=O)N3CCCCC3)C(=O)N(CCc3ccc(OC)c(OC)c3)C1=CCC(C)(C)C2	i	2.3
CCN1CCC[C@H]1CNCCCn1cnc2c(SC)ncnc21	i	0.7

Three compounds out of the list above, ordered by their value in Myeloid diff 2 GFP+ MAC1+ %, low to high:
Molecule | Myeloid diff 2 GFP+ MAC1+ %
CN(Cc1ccc(Cl)c(Cl)c1)C(=O)C1CC(=O)N(c2ccc3c(c2)OCCO3)C1 (stereo unspecified) | 0.7
CC1CC(C)CN(C(C(=O)NC2CCCCC2)c2ccnc3ccccc23)C1 (stereo unspecified) | 0.9
Cc1cc(C)cc(Cn2cc(CN3CC(N4CCCCC4)CS3(=O)=O)nn2)c1 (stereo unspecified) | 1.0

Other entries:
SMILES	Myeloid diff 2	Myeloid diff 2 GFP+ MAC1+ %
CC(C)n1[nH]c2ccccc2c1=O	i	2.0
CCc1nc2ccc(C(=O)NCCCN3CCCC3=O)cn2c1N(CC)C(=O)NCCc1ccccc1	i	0.2
C[C@H](CO)N1C[C@H](C)[C@@H](CN(C)Cc2ccc3c(c2)OCO3)Oc2cc(Br)ccc2S1(=O)=O	i	1.2
CC1(C(=O)NCc2cccc3ccccc23)CCN1Cc1ccc2ccccc2c1 (stereo unspecified)	i	0.8
CCOC(=O)C1=CCN(S(=O)(=O)c2cccc(Cl)c2)C1c1ccc(Br)cc1 (stereo unspecified)	i	1.2
CCOC1=C2[C@@H](CN(S(=O)(=O)c3ccc(C)cc3)[C@H]2c2ccccc2F)[C@H]2C(=O)N(c3ccccc3)C(=O)[C@H]2C1	i	0.4
COCC(=O)N1C[C@H]2CON(C)[C@H]2C[C@H]1c1ccc(N2CCCCC2)cc1	i	0.3
CCc1ccccc1NC(=O)CNC(=O)c1ccc(S(=O)(=O)NCc2ccco2)cc1	i	0.7
Cn1c(NCc2cccnc2)nc2cc(-c3ccc(C(=O)N4CCOCC4)cc3)sc2c1=O	i	0.5
CCCCN(C=O)c1c(CC)nc2c(OCCC)cccn12	i	0.7
COCCNc1ncnc2c1ncn2[C@H]1CN(Cc2ccccc2)C[C@@H](CO)O1	i	0.6
Cc1nc(SCC(=O)Nc2sccc2C(N)=O)c2c(C)c(C)sc2n1	i	0.4
O=C(NCc1cccnc1)c1cc(C2CCCN(C(=O)c3cccc(O)c3)C2)on1 (stereo unspecified)	i	0.7
C[C@H](CO)N1C[C@H](C)[C@H](CN(C)S(=O)(=O)c2ccc(C#N)cc2)OCc2cnnn2CCCC1=O	i	0.4

Screening data from PubChem.

The list is partial, so the mix of outcomes need not match the whole.
